# KCNQ1 inh = blocks the human KCNQ1 potassium channel | P51787 | CHO-K1 KCNQ1, FluxOR thallium flux fluorescence; stronger effect = higher value | B-score at 10 µM | 310,000 compounds, 1.3% hits;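 active means compounds whose thallium flux B-score, printed positive for inhibition, exceeds three library SD while starting fluorescence stays within three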;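 further: channel opened by potassium depolarization with thallium stimulus after 20 min compound exposure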
# Target sequence (P51787 whole entry, looked up): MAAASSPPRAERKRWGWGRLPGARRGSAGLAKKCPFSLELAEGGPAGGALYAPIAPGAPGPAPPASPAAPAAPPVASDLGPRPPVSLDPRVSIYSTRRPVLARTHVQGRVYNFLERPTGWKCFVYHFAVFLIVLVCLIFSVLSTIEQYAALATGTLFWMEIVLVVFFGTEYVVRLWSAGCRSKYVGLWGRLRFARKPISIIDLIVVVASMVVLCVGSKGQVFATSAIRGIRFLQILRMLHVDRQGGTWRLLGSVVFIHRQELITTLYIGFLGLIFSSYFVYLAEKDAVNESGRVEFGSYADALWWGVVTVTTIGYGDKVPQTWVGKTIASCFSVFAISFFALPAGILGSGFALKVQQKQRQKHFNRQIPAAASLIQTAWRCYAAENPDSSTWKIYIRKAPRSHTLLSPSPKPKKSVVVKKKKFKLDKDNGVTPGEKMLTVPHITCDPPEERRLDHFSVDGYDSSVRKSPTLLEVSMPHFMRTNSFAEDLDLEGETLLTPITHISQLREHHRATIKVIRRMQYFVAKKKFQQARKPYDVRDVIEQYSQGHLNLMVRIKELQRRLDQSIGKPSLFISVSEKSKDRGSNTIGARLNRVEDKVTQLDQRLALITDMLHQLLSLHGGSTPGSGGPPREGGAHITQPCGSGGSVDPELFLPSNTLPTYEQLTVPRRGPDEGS
# PolyA inhibitor = inhibitors of polyadenylation in S. cerevisiae; calls only at 12 µM; AID 1875; 300,000 compounds, 0.02% hits; S. cerevisiae SKY197-pL101 polyadenylation reporter, beta-gal luminescence; efflux-impaired pdr1/pdr3 knockout yeast; score 100 = 6 SD above DMSO;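 active means lowest replicate activity score at least 50, where 100 means six control SD above control mean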;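 further: yeast exposed to compound for 9 h at 30 °C; higher score means more reporter readthrough which indicates perturbed polyadenylation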
# DYRK1A inh = Dyrk1A (rat) kinase inhibition; Q63470; ADP-Glo luminescence, NFATc1 peptide; inhibition, % at 12.5 µM; 310,000 compounds, 0.43% hits; AID 504441; in the data active means inhibition above about 50%;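 further: plate controls were vehicle with enzyme for no effect and no enzyme for full effect; many of its hits are not listed in these tables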
# hERG protect = hERG (human) protection from proarrhythmic block; AID 1511; 310,000 compounds, 0.51% hits; Q12809; CHO-hERG, FluxOR thallium flux, dofetilide IC70 present; activation (rescue from dofetilide block), less the hit threshold, % at 10 µM;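 active means activation above the mean of controls blocked by dofetilide plus 5 SD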;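 further: thallium influx through hERG after potassium depolarization seen as dye fluorescence rise; in these data hits start at about 4.7%; inactives centre near -7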
# KCNK9 block = inhibitors of human KCNK9 two-pore domain potassium channel. Q9NPC2. HEK293 KCNK9, FluxOR thallium flux fluorescence; stronger effect = lower value. B-score at 10 µM. 310,000 compounds, 1.2% hits. AID 488922;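 active means ratio B-score over 3 SD below the library mean, with starting fluorescence within 5 SD of its mean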;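 further: negative B-score means less thallium flux so channel inhibition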
# GSK3 alpha inh = blocks human GSK-3 alpha kinase; P49840; ADP-Glo luminescence, 60 min; inhibition, % at 10 µM; 320,000 compounds, 0.1% hits; AID 2650;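 in the data active means inhibition above about 50%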;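 further: GST-tagged GSK-3 alpha with peptide substrate and 25 µM ATP; 0% = DMSO neutral wells and 100% = GW8510 positive control wells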
# GSK3beta inhib = human GSK3beta kinase inhibition; activity score (negative = inhibition), % at 10 µM; GST-GSK3beta kinase, ADP-Glo luminescence, 60 min; stronger effect = lower value; 300,000 compounds, 0.038% hits;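 active means more than half of replicate wells score below -50%, meaning over 50% inhibition versus plate controls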;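 further: 0% = median DMSO wells and -100% = median GW8510 positive control wells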
#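 Assay system: GST-fused GSK3beta enzyme, cell-free / Medium: Tris pH 7.5 buffer with MgCl2, DTT, BSA, heparin / Also added: peptide substrate plus 25 µM ATP (final) / Compound: 10 µM single point / Timing: kinase reaction with compound 60 min at room temperature / Detection: ADP-Glo luminescence / Benchmarks: DMSO neutral wells and GW8510 at 20 µM as positive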
# RGS4 pot = potentiators or activators of RGS4 | B-score at 10 µM | HEK293 M3R/inducible RGS4, carbachol calcium flux Fluo4; stronger effect = lower value | 310,000 compounds, 0.92% hits;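 active means B-score of the integrated calcium signal more than 4 SD below the library mean, with starting fluorescence not abnormally high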;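 further: negative B-score means reduced calcium response which marks RGS4 activation or potentiation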
#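 Reagent: ECmax carbachol challenge; Test system: M3R-expressing HEK293 line, RGS4 induced by doxycycline; Schedule: overnight RGS4 induction, 30 min dye load 37 °C, 20 min compound RT; Detection: calcium dye Fluo4 fluorescence; Read-out: Agonist-evoked peak-minus-minimum fluorescence over baseline, integrated ratio, B score.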
# KCNK3 block = human KCNK3 channel inhibition, primary screen | 340,000 compounds, 0.84% hits | B-score at 10 µM | CHO-KCNK3 thallium flux, FluxOR fluorescence; stronger effect = lower value;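 active means B-score under library mean minus 4 SD, starting fluorescence ratio at most library mean plus 5 SD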;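 further: more negative B-score means stronger inhibition of thallium flux through KCNK3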
# RGS4 block = human RGS4 inhibition. HEK293 M3R/RGS4 inducible, Fluo-4 calcium flux; stronger effect = higher value; triggered by carbachol at its EC20. B-score at 10 µM. 310,000 compounds, 0.45% hits;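 active means B-score, a plate-corrected calcium signal, over three deviations above library mean, with baseline fluorescence within five deviations of library mean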;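 further: RGS4 expression induced by doxycycline in cells with stable M3 receptor; B-score is computed from the integrated fluorescence ratio over baseline after carbachol; higher B-score means a larger calcium signal and so more RGS4 inhibition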
# Target sequence (P49798 whole entry, looked up): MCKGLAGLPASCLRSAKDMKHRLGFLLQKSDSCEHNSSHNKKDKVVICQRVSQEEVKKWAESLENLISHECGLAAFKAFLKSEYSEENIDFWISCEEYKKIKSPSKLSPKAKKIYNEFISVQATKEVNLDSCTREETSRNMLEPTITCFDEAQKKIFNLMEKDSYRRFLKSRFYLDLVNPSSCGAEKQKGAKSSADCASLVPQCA
# KCNQ1 pot = potentiates or activates the human KCNQ1 potassium channel | 310,000 compounds, 0.35% hits | CHO-K1 KCNQ1, thallium flux FluxOR fluorescence; stronger effect = higher value | AID 2648 | P51787 | B-score at 10 µM;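 active means fluorescence ratio B-score, a plate-corrected score, at least three library SD, with initial intensity B-score within 5 SD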
#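 System: Stable KCNQ1 CHO-K1 line | Incubation: 90 min dye loading and 20 min compound exposure, both at room temperature | Measure: Ratio B score | Medium: Assay buffer for compound exposure, DMSO matched across wells | Compound dosing: Single-concentration screen | Probe or stimulus: K+/Tl+ depolarizing stimulus | Measured by: Kinetic FluxOR fluorescence, 10 s baseline plus 110 s post-stimulus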
# * = called active by the depositor; i = inactive; x = not tested or not shown. An excerpt, so the mix of outcomes need not match the whole.
# Screens by letter: A = KCNQ1 inh; B = PolyA inhibitor; C = DYRK1A inh; D = hERG protect; E = KCNK9 block; F = GSK3 alpha inh; G = GSK3beta inhib; H = RGS4 pot; I = KCNK3 block; J = RGS4 block; K = KCNQ1 pot
Cc1[nH]nc2c1C(c1ccccn1)N(c1ccc(Br)cc1)C2=O (configuration not stated)
  A: i; B: i; C: -1; D: -9; E: i; F: x; G: -1; H: i; I: i; J: i; K: i
c1cnc(N2CCN(c3ccc4ccccc4n3)CC2)nc1
  A: i; B: i; C: 2; D: -5; E: i; F: 4; G: 0; H: i; I: i; J: i; K: i
Cc1ccc(NC(=O)Cc2ccc(Cl)cc2)nc1
  A: i; B: i; C: 4; D: -4; E: i; F: 19; G: -9; H: i; I: i; J: i; K: i
Cc1cc(C)c2c(CN3CCN(C/C=C/c4ccccc4)CC3)cc(=O)oc2c1
  A: i; B: i; C: 2; D: -26; E: i; F: -3; G: 2; H: i; I: i; J: i; K: i
O=C(CN1CCCCCCC1)Nc1cc(Cl)cc(Cl)c1
  A: i; B: i; C: 3; D: -11; E: i; F: -4; G: -1; H: i; I: i; J: i; K: i
CCC(=O)N(CCC(c1ccco1)c1ccccc1OC)Cc1cccs1 (configuration not stated)
  A: i; B: i; C: -10; D: -20; E: -12*; F: 1; G: -1; H: i; I: -8.9*; J: i; K: i
CN1CCN(c2nc3c(c(=O)[nH]c(=O)n3C)n2CCSc2nnnn2-c2ccccc2)CC1
  A: i; B: i; C: x; D: -9; E: i; F: 0; G: 3; H: i; I: i; J: i; K: i
O=C(Nc1ccc(S(=O)(=O)N2CCCC2)cc1)N1c2ccccc2Sc2ccccc21
  A: i; B: i; C: -1; D: -14; E: i; F: 0; G: 0; H: i; I: i; J: i; K: i
CCCCC(=O)Nc1nc(C)c(-c2csc(Nc3cc(Cl)ccc3OC)n2)s1
  A: 7*; B: i; C: 4; D: -9; E: -7.5*; F: x; G: -4; H: i; I: i; J: i; K: i
COc1ccc(NC(=O)c2cccc(NC(=O)C3C4CC5OC(=O)C3C5C4)c2)c(OC)c1 (configuration not stated)
  A: i; B: i; C: -4; D: -2; E: i; F: 0; G: 3; H: i; I: i; J: i; K: i
Cc1nc2ccccc2n1CC(=O)N1CC(=O)Nc2ccccc21
  A: i; B: i; C: -2; D: -2; E: i; F: -4; G: 0; H: i; I: i; J: i; K: i
CCCC(=O)Nc1nn(CCC)c2nc3ccccc3cc12
  A: i; B: i; C: 5; D: -12; E: i; F: x; G: 1; H: i; I: i; J: i; K: i
Cc1cc(OCc2cc(C(=O)NC(C)c3c(C)nn(C)c3C)no2)cc(C)c1Cl (configuration not stated)
  A: i; B: i; C: 0; D: -10; E: i; F: 8; G: 2; H: i; I: i; J: i; K: i
Cc1nc(SCC(=O)Nc2ccc(F)cc2)c2oc3ccccc3c2n1
  A: i; B: i; C: -4; D: -2; E: i; F: -2; G: -4; H: i; I: i; J: i; K: i
Cc1ccc(NC(=O)Cn2cnc3cc([N+](=O)[O-])ccc3c2=O)c(Cl)c1
  A: i; B: i; C: -6; D: -15; E: i; F: -1; G: 1; H: i; I: i; J: i; K: i
O=C(CCCN1C(=O)c2cccnc2C1=O)Nc1ccccc1F
  A: i; B: i; C: x; D: -12; E: i; F: 0; G: 4; H: i; I: i; J: i; K: i
Cc1cccc(N2CCN(C(=O)CCNS(=O)(=O)c3ccc4c(c3)CCC(=O)N4)CC2)c1C
  A: i; B: i; C: -1; D: -15; E: i; F: 0; G: -5; H: i; I: i; J: i; K: i
CCOC(=O)c1sc(NC(=O)COC(=O)Cn2cnc3ccccc32)c(C(=O)OCC)c1C
  A: i; B: i; C: 37; D: 0; E: i; F: -4; G: 2; H: i; I: i; J: i; K: i
O=C(O)c1ccc(N/N=C/c2ccc3c(c2)OCO3)cc1
  A: i; B: i; C: 27; D: -4; E: i; F: 19; G: -13; H: i; I: i; J: i; K: i
O=C(NC(NC(=S)Nc1ccccc1)C(Cl)(Cl)Cl)c1cccc(Cl)c1 (configuration not stated)
  A: i; B: i; C: x; D: -6; E: i; F: -1; G: -3; H: i; I: i; J: i; K: i
O=C(/C=C/c1ccc(S(=O)(=O)NCc2ccco2)cc1)N1CCN(c2ccccc2)CC1
  A: i; B: i; C: -1; D: -6; E: i; F: 0; G: 1; H: i; I: i; J: i; K: i
O=C(OCn1ncc(Cl)c(Cl)c1=O)c1ccccc1Cl
  A: i; B: i; C: 2; D: -23; E: i; F: -1; G: 2; H: i; I: i; J: 7.4*; K: i
COc1ccc(N2CCN(C(CNC(=O)C3CCCCC3)c3ccco3)CC2)cc1 (configuration not stated)
  A: i; B: i; C: -2; D: -15; E: i; F: -1; G: -5; H: i; I: i; J: i; K: i
Cc1ccc(CNC(=O)CCSCc2ccc(C)cc2)cc1
  A: i; B: i; C: 4; D: -2; E: i; F: -2; G: -2; H: i; I: i; J: i; K: i
O=c1c2ccccc2c(C=Nc2ccc(O)cc2)c(O)n1-c1nccs1
  A: i; B: i; C: x; D: -6; E: i; F: -2; G: 1; H: i; I: x; J: i; K: i
COCc1cc(C)nc(SCC(=O)Oc2ccc(Cl)cc2)c1C#N
  A: i; B: i; C: -1; D: -15; E: i; F: 5; G: 2; H: i; I: i; J: i; K: i
COc1cccc(NC(=O)CNC(=O)c2ccc(C)cc2)c1
  A: i; B: i; C: 8; D: -19; E: i; F: 7; G: 1; H: i; I: i; J: i; K: i
O=[N+]([O-])c1ccc(/C=N/N2CCN(Cc3ccccc3)CC2)cc1
  A: i; B: i; C: 0; D: -2; E: i; F: -3; G: 2; H: i; I: i; J: i; K: i
CN(C)C(=O)COC(=O)/C=C/c1cn(-c2ccccc2)nc1-c1cccs1
  A: i; B: i; C: 9; D: -21; E: i; F: -1; G: 3; H: i; I: i; J: i; K: i
CC1CCN(C(=O)c2cc3c(ccc4ccccc43)o2)CC1
  A: i; B: i; C: 6; D: -12; E: i; F: -1; G: -4; H: i; I: i; J: i; K: i
Cc1cc(C)cc(NC(=S)N(C)C)c1
  A: i; B: i; C: x; D: -5; E: i; F: -4; G: 6; H: i; I: i; J: i; K: i
Cn1c(=O)c2c(nc(NCc3ccco3)n2CCc2ccccc2)n(C)c1=O
  A: i; B: i; C: 4; D: -8; E: i; F: 1; G: 2; H: i; I: i; J: i; K: i
CC(=O)c1cccc(NC(=O)CSc2ccc(-c3ccccn3)nn2)c1
  A: i; B: i; C: 1; D: -6; E: i; F: -2; G: 5; H: i; I: i; J: i; K: i
S=c1[nH]nc(Cc2n[nH]c(=S)n2-c2ccccc2)n1-c1ccccc1
  A: i; B: i; C: -6; D: -4; E: i; F: -2; G: -4; H: i; I: i; J: i; K: i
CC(C)CNC(=O)Cn1nc(C(F)(F)F)c2c1CCCC2
  A: i; B: i; C: -1; D: -2; E: i; F: -3; G: 1; H: i; I: i; J: i; K: i
Cc1cccc(OCC(=O)Nc2ccccc2N2CCCC2)c1C
  A: i; B: i; C: 6; D: -16; E: i; F: -2; G: -4; H: i; I: -9.8*; J: i; K: i
CCOc1ccccc1C(=O)NC1CCN(Cc2ccccc2)CC1
  A: i; B: i; C: 10; D: -2; E: i; F: -3; G: -3; H: i; I: i; J: i; K: i
COc1cc2c(cc1OC)CN(C(=O)c1cccc(S(=O)(=O)N(C)C)c1)CC2
  A: i; B: i; C: -3; D: -7; E: i; F: x; G: -3; H: i; I: i; J: i; K: i
C=CCOc1ccc(Br)cc1/C=C1\NC(=S)N(C(C)=O)C1=O
  A: i; B: i; C: 2; D: -7; E: i; F: 0; G: 0; H: i; I: i; J: i; K: i
O=C(NCc1cccc(Br)c1)c1cc(-c2ccccc2)nn1CC1CC(c2cccnc2)=NO1 (configuration not stated)
  A: i; B: i; C: 7; D: -8; E: i; F: -3; G: 0; H: i; I: i; J: i; K: i
COCCCNc1nc2nonc2nc1N1CCN(C2CCCC2)CC1
  A: i; B: i; C: -2; D: -9; E: i; F: -2; G: 1; H: i; I: i; J: i; K: i
COc1ccccc1NC(=O)CSc1nnnn1C1CCCCC1
  A: i; B: i; C: -5; D: -6; E: i; F: 1; G: 6; H: i; I: i; J: i; K: i
COc1cc2c(c(OC)c1OC)-c1ccc(NC(=O)c3ccc(F)cc3)c(=O)cc1[C@@H](NC(C)=O)CC2
  A: i; B: i; C: 18; D: -5; E: i; F: -3; G: 2; H: i; I: i; J: i; K: i
CCn1c(=O)n(CC)c2cc(S(=O)(=O)N3CCOCC3)ccc21
  A: i; B: i; C: -11; D: -6; E: i; F: 2; G: 2; H: i; I: i; J: i; K: i
COc1ccc(OC)c(S(=O)(=O)N2CCCCC2C(=O)O)c1 (configuration not stated)
  A: i; B: i; C: 5; D: -5; E: i; F: -5; G: 2; H: i; I: i; J: i; K: i
O=C(CNC(=O)C1COc2ccccc2O1)N/N=C\c1ccc(Cl)cc1 (configuration not stated)
  A: i; B: i; C: 9; D: -11; E: i; F: -13; G: 1; H: i; I: i; J: i; K: i
COc1ccc(-c2cc(N)n(S(=O)(=O)Cc3ccccc3)n2)c(OC)c1
  A: i; B: i; C: 1; D: -11; E: i; F: -1; G: 3; H: i; I: i; J: i; K: i
C/C(=N/NC(=O)c1ccc(C(C)(C)C)cc1)c1cccnc1
  A: i; B: i; C: x; D: -6; E: i; F: -4; G: -2; H: i; I: i; J: i; K: i

# Shown with two lines to a compound: entries from further up
# Each structure is followed by: KCNQ1 inh | PolyA inhibitor | DYRK1A inh | hERG protect | KCNK9 block | GSK3 alpha inh | GSK3beta inhib | RGS4 pot | KCNK3 block | RGS4 block | KCNQ1 pot
- Cc1cccc(OCC(=O)Nc2ccccc2N2CCCC2)c1C
  i | i | 6 | -16 | i | -2 | -4 | i | -9.8* | i | i
- CCOc1ccccc1C(=O)NC1CCN(Cc2ccccc2)CC1
  i | i | 10 | -2 | i | -3 | -3 | i | i | i | i
- COc1cc2c(cc1OC)CN(C(=O)c1cccc(S(=O)(=O)N(C)C)c1)CC2
  i | i | -3 | -7 | i | x | -3 | i | i | i | i
